Bioassay records (PubChem BioAssay)
Kir21 inh – Kir2.1 (mouse) channel inhibition. P35561. HEK293-Kir2.1, FluxOR thallium flux fluorescence; hits give low values. B-score at 10 µM. 310,000 compounds, 0.85% hits;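 active = fluorescence ratio B-score at or below minus 3 SD of library scores, with starting-brightness B-score within 2 SD, cut at about -4.2 in these data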;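 note: channel flux triggered by added potassium and thallium sulfate stimulus; B-score of peak minus minimum fluorescence over baseline after thallium stimulus; more negative B-score means stronger Kir2.1 block with less thallium influx; some compounds called inactive have numbers as strong as hits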
Target sequence (P35561 whole entry, looked up): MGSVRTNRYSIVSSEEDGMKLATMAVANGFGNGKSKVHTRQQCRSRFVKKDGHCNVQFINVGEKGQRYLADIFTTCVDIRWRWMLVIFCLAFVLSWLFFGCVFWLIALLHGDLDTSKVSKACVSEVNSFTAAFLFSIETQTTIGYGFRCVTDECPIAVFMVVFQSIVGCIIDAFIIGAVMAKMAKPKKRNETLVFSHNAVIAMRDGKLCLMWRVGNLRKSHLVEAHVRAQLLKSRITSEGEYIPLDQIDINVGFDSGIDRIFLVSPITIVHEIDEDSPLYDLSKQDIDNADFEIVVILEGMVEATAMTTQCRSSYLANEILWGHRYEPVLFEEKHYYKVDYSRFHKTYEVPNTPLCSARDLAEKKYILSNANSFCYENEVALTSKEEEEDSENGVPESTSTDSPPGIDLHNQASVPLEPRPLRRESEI
CHT inh – human CHT choline transport inhibition | Q9GZV3 | CHT-expressing cells, membrane potential dye, choline response; hits give low values | B-score at 10 µM | 310,000 compounds, 0.86% hits;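 active = B-score over 3 SD under the library average, and starting fluorescence ratio not unusually high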;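 note: choline stimulus applied at its EC90 after an EC20 pre-addition; B-score computed on integrated fluorescence ratio after choline addition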
Target sequence (Q9GZV3 whole entry, looked up): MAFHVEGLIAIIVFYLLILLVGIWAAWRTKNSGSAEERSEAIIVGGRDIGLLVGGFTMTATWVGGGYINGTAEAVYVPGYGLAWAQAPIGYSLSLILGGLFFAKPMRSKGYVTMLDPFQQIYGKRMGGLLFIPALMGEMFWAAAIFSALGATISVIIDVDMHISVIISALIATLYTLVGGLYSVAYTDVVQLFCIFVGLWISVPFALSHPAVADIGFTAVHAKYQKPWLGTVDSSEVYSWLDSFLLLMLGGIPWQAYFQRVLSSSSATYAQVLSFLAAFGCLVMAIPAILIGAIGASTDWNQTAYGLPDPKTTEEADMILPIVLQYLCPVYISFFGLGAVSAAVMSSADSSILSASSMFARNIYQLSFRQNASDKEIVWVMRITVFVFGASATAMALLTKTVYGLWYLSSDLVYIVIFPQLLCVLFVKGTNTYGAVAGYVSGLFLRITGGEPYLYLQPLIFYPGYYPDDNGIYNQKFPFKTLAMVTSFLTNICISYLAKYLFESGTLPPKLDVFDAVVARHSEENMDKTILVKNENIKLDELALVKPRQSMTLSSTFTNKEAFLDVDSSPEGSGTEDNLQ
* hit, by the source's call; i = inactive; . = not tested or not shown.

SMILES	Kir21 inh	CHT inh
CCCn1c(N)c(C(=O)CSc2nc3ccccc3c(=O)n2-c2ccc(OC)cc2)c(=O)[nH]c1=O	-0.07	i
C=CCN(C(=O)c1csnn1)C(C(=O)NC1CCCC1)c1ccccc1F (stereo unspecified)	-0.19	i
CN(Cc1nc(-c2cnccn2)no1)Cc1n[nH]c2c1CCCC2	0.56	.
COc1ccc(CN(CCC(c2ccccc2)c2ccc(OC(C)C)cc2)C(=O)CCl)cc1OC (stereo unspecified)	0.23	i
CC1(C)CC(=O)c2sc(NC(=O)Cc3cccs3)nc2C1	-0.56	i
Cc1ccc(OC(=S)Nc2ccc(O)cc2)cc1	.	i
COC(C)c1oc2c(C)c3oc(=O)cc(C)c3cc2c1C (stereo unspecified)	-0.3	i
CN(Cc1ccccc1)/C(=N/O)c1cccc(Cl)c1	-1.64	i
NC(=O)C1CCN(c2ncc(C(F)(F)F)cc2Cl)CC1	-0.06	i
CCCN(CCC)CCCNC(=O)c1ccc(CS(=O)(=O)c2c(Cl)cccc2Cl)o1	2.5	i
CCCN1C2=NCCN2c2cc(C)c(C)cc21	0.2	i
O=C(c1ccc(Cl)cc1[N+](=O)[O-])N1CCOCC1	-0.18	i
CC(C)(C)[C@H]1C=C(C(N)=O)O[C@@H](OCc2ccc(CO)cc2)C1	0.15	i
CCN(CC)c1ccc(NC(=O)CSc2nc3nc(C)cc(C)c3c(=O)[nH]2)cc1	-1.24	i
O=C(Nc1cccc(C(F)(F)F)c1)c1cccnc1N1CCN(CCO)CC1	1.47	i
CCOC(=O)C1=C(N)Oc2c(oc(CO)cc2=O)C1c1ccccc1 (stereo unspecified)	-2.92	i
O=S(=O)(c1cccs1)N1CCCc2ccccc21	-3.29	i
O=C(Nc1ccccc1)Oc1ccc[nH]c1=O	0.9	i
Cc1nc2c(sc(=S)n2Cc2ccco2)c(=O)n1CC(=O)Nc1ccccc1Cl	-0.02	i
O=C(Nc1ccc2nc3n(c(=O)c2c1)CCCC3)c1ccccc1F	1.12	i
CCC(=O)Nn1c(C)nnc1C	0.13	i
Cc1ccc(S(=O)(=O)N2CCOc3ccccc32)c(C)c1NS(C)(=O)=O	-0.33	i
Cc1cc(C)cc(NC(=O)CSc2nnc(CNC(=O)c3cccs3)o2)c1	0.49	i
CCOc1cc(/C=N/NC(=O)c2cccs2)ccc1OC(=O)N1CCOCC1	0.66	i
COc1ccc(S(=O)(=O)NC(C)C(=O)NCc2ccco2)cc1OC (stereo unspecified)	0.22	i

Compounds listed so far with two or more sulfur atoms:
SMILES	Kir21 inh	CHT inh
CC1(C)CC(=O)c2sc(NC(=O)Cc3cccs3)nc2C1	-0.56	i
O=S(=O)(c1cccs1)N1CCCc2ccccc21	-3.29	i
Cc1nc2c(sc(=S)n2Cc2ccco2)c(=O)n1CC(=O)Nc1ccccc1Cl	-0.02	i
Cc1ccc(S(=O)(=O)N2CCOc3ccccc32)c(C)c1NS(C)(=O)=O	-0.33	i
Cc1cc(C)cc(NC(=O)CSc2nnc(CNC(=O)c3cccs3)o2)c1	0.49	i

Following part.
SMILES	Kir21 inh	CHT inh
CCn1c2c(c3cc(OCC(C)C)ccc31)CCCC2=O	0.9	i
COc1ccc(CCNC(=O)CN2c3cccc4cccc(c34)S2(=O)=O)cc1OC	-2.55	i
Cn1c(=O)oc2cc(S(=O)(=O)NCCC(=O)N3CCc4ccccc43)ccc21	0.68	i
COc1cccc(CNC(=O)C2CCCN(c3ncnc4c3nc3n4CCCCC3)C2)c1 (stereo unspecified)	0.83	i
CCOC(=O)C1=C(Cn2cnc3ccccc32)NC(=O)NC1c1cc(C)ccc1C (stereo unspecified)	-0.12	i
CCC1Sc2ccccc2N(CC(=O)NCCC(C)C)C1=O (stereo unspecified)	-0.17	i
c1ccc(N2CCN(c3ccccc3)C2c2cccnc2)cc1	-2.82	i
Cn1c(SCC(=O)c2ccc3c(c2)OCO3)nnc1C1COc2ccccc2O1 (stereo unspecified)	-0.01	i
CCOC(=O)c1c(NC(=O)CC2Nc3ccccc3NC2=O)sc(C)c1C (stereo unspecified)	0.3	i
CC(=O)N1N=C(c2cccs2)CC1c1ccco1 (stereo unspecified)	1.11	i
OCCCNCc1cccc2ccccc12	0.61	i
COc1ccc(NC(=O)N2CCCC(CNS(=O)(=O)c3cccs3)C2)c(C)c1 (stereo unspecified)	-1.01	i
Brc1ccc(/C=N/Nc2nc3ccccc3o2)cc1	-0.14	i
COc1ccc(N=Nc2ccc(CO)cc2)cc1	0	i
CCOc1ccc(-c2nnc(-c3cccs3)o2)cc1	-0.23	i
COCCSc1ccccc1C(=O)Nc1cc(C)ccn1	-0.82	i
CN(Cc1ccccc1F)C(=O)CN1c2cccc3cccc(c23)S1(=O)=O	-0.94	i
Cc1cc(NC(=O)CCC(=O)N(CC(=O)NC2CCCC2)c2cccc(C)c2C)no1	0.36	i
COc1ccc(N2CCN(C(=O)CCc3nnc4ccc(N5CCOCC5)nn34)CC2)cc1	-0.02	i
Cc1cc(Br)c(OCc2ccc(C(=O)N/N=C3\CC(=O)CC(C)(C)C3)cc2)c(Br)c1	-0.51	i
CCN1CCN(c2nn3c(=O)c4ccccc4nc3c3ccccc23)CC1	0.21	i
Cc1ccc(C)c(N(C(=O)c2csnn2)C(C(=O)NC2CCCCC2)c2ccccn2)c1 (stereo unspecified)	2.13	i
Fc1ccc(-c2nn3c(C4COc5ccccc5O4)nnc3s2)cc1 (stereo unspecified)	-1.17	i
COc1ccc(CC(=O)N2CCOCC2)cc1	-0.3	i
Cc1ccc(C(=O)N/C(=C\c2cccnc2)c2nc3ccccc3[nH]2)cc1	-0.36	i

Compound profiles, as listed above:
CCOc1ccc(-c2nnc(-c3cccs3)o2)cc1 reads Kir21 inh = -0.23; CHT inh = i
CCOC(=O)c1c(NC(=O)CC2Nc3ccccc3NC2=O)sc(C)c1C (stereo unspecified) reads Kir21 inh = 0.3; CHT inh = i

Further entries
SMILES	Kir21 inh	CHT inh
CCN(CC)S(=O)(=O)c1ccc(N2CCOCC2)c(NC(=O)C2CCCO2)c1 (stereo unspecified)	-0.35	i
Cc1ccc(N/N=C/c2c(O)cc(C)oc2=O)cc1	.	i
CSc1sc(C(=O)N2CCc3ccccc32)cc1S(=O)(=O)C(C)C	-1.46	i
O=C(NCc1cccnc1)C1CC(=O)N(c2ccc(F)cc2)C1 (stereo unspecified)	0.24	i
Oc1[nH]c2ccc(Br)cc2c1N=NC(=S)N1CCOCC1	-0.19	i
Nc1nnc(SCC(=O)N2CCN(Cc3ccccc3)CC2)s1	0.26	i
Cc1ccc(-c2nc(NCc3cccnc3)c3ccccc3n2)cc1	-1.55	i
Cc1ncc([N+](=O)[O-])n1CC(=O)NC1CCCCC1	1.69	i
CC1CCCN(C(=O)CSCC(=O)Nc2nc(-c3cccs3)cs2)C1 (stereo unspecified)	-0.02	i
O=C(N/N=C/c1ccc(Cl)s1)c1ccccc1[N+](=O)[O-]	-1.19	i
COc1cccc(C(=O)NCC(=O)NCc2cc(=O)n(C)c(=O)n2C)c1	0.32	i
C#Cc1ccc([C@@H]2C=C(C(=O)NC3CC3)O[C@H](OCC)[C@H]2CCCO)cc1	0.06	i
Cc1nccn1CC(=O)O	-0.07	i
CC(C)(C)N(Cc1cc2ccccc2[nH]c1=O)C(=O)C1CCCCC1	-1.3	i
CCn1c2ccccc2c2cc(NC(=O)COC(=O)c3ccccc3F)ccc21	0	i
CCCN(CCC)C(=O)c1c(NC(=O)CC)sc2c1CCCCC2	-2.13	i
NC(=O)C1(c2ccccc2)CCC(=O)N1c1ccccc1 (stereo unspecified)	0.04	i
CCOc1ccccc1NC(=O)c1cc(C(=O)c2cc(Br)ccc2O)coc1=N	0.28	i
COc1ccc(S(=O)(=O)N2CC(O)CC2C(=O)Nc2cccnc2)cc1 (stereo unspecified)	-0.28	i
Cc1onc(-c2c(F)cccc2Cl)c1C(=O)NCCc1ccncc1	1.59	i
Cc1cnc(C)c(N2CCC(C(=O)NC(C)c3cccs3)CC2)n1 (stereo unspecified)	-0.73	i
CCc1c(O)nc(SCC(=O)Nc2ccccc2)n(-c2ccccc2)c1=O	-1.06	i
CCc1cc(=O)[nH]c(SCC(=O)N2CCC(Cc3ccccc3)CC2)n1	0.23	i
N#CC12CCCCC1CC1CCCCC1(C#N)N2N (stereo unspecified)	-1.36	i
C=CCNC(=O)CSc1nnc(-c2ccccc2Cl)n1-c1c(C)n(C)n(-c2ccccc2)c1=O	1.74	i
Additional results
SMILES	Kir21 inh	CHT inh
O=C(Nc1ccc(-c2nc3cc(NC(=O)c4cccs4)ccc3o2)cc1)c1cccs1	-0.79	i
COc1ccc(Br)c(-c2nnc(CS(=O)(=O)c3ccccc3)o2)c1	0.26	i
COc1ccc(NC(=O)CCc2nc(-c3ccc(C)cc3)no2)cc1Cl	-1.37	i
CCc1cc(=O)oc2cc(C)cc(OCC(=O)NCC3CCC(C(=O)O)CC3)c12 (stereo unspecified)	0.14	i
O=C(Nc1ccc(-c2nc3cc(Cl)ccc3o2)cc1)C1CCCO1 (stereo unspecified)	-0.28	i
CCc1nc(-c2ccccc2O)n(-c2ccccc2)n1	1.44	i
CC(=O)c1cc2c(cc1NS(=O)(=O)c1ccc(C)cc1)OCO2	0.01	i
Cc1ccc(NC(=O)CN2C(=O)S/C(=C\c3cccn3-c3cccc(C(=O)O)c3)C2=O)c(C)c1	1.36	i
COc1ccc(S(=O)(=O)Nc2nc3n(n2)C(c2ccc(Cl)cc2)CC(=O)N3)cc1 (stereo unspecified)	.	i
CC(=O)c1cccc(OCc2cc(C(=O)N(C)CCc3ccccn3)no2)c1	2.31	i
COc1ccccc1CNC(=O)c1cc(C(C)=O)c[nH]1	-1.64	i
Cc1ccc(S(=O)(=O)N2CCN(C(=O)CSc3ncc(C(F)(F)F)cc3Cl)CC2)cc1	-2.27	i
O=C1CNC(=O)/C1=C\N1CCCCC1	0.61	i
CC(NC(=O)c1cccnc1)C(=O)N1CCCCC1 (stereo unspecified)	-0.36	i
COc1cc(OC)nc(Oc2ccccc2C(=O)Oc2ccc(Cl)cc2)n1	0	i
CCC(C)c1ccc(NC(=O)C2CC2)cc1 (stereo unspecified)	-0.53	i
Nc1nonc1-n1nnc(C(=O)N/N=C/C=C/c2ccccc2)c1CSC1=NCCS1	2.12	i
COC(=O)N1CC(C)N(C(=O)OC)CC1C (stereo unspecified)	0.73	i
Cn1cc(S(=O)(=O)NC2CCCCCC2)c(=O)n(C)c1=O	-3.03	i
COc1ccc(-n2nnnc2CNC(=O)c2ccc3ccccc3c2)cc1	-4.07	-5.47*
O=c1oc2ccccc2c2nccnc12	0.66	i
Cc1ccc(NC(=O)CNCc2ccccc2)c(Br)c1	0	i
Cc1nnc(NC2=NCCC2)o1	-0.04	i
CC(=O)N1CCc2cc(S(=O)(=O)N3CC(C)CC(C)C3)ccc21 (stereo unspecified)	0.15	i
O=C(NC1CCCC1)c1ccc(S(=O)(=O)N2CCOCC2)cc1	-0.42	i

Three consecutive entries out of the list so far, quoted:
SMILES	Kir21 inh	CHT inh
CCCn1c(N)c(C(=O)CSc2nc3ccccc3c(=O)n2-c2ccc(OC)cc2)c(=O)[nH]c1=O	-0.07	i
C=CCN(C(=O)c1csnn1)C(C(=O)NC1CCCC1)c1ccccc1F (stereo unspecified)	-0.19	i
CN(Cc1nc(-c2cnccn2)no1)Cc1n[nH]c2c1CCCC2	0.56	.

More entries
SMILES	Kir21 inh	CHT inh
CCOc1ccc(Br)cc1C(=O)Nc1ccc(C(=O)NCC(C)C)cc1	-0.54	i
COc1cc(/C=N/N2CCN(C3c4ccccc4-c4ccccc43)CC2)cc(OC)c1OC	-1.07	i
COc1ccc(-n2c(SCC(=O)Nc3ccccc3)nc3c(c2=O)SCC3)cc1	-0.99	i
CCN(CC)C(=O)CSc1nnnn1-c1ccc(F)c(Cl)c1	-0.02	i
Cc1ccc2cc(CCNC(=O)c3cccs3)c(=O)[nH]c2c1C	0.01	i
CCCCC1=CC2=CC(=O)C(C)(OC(=O)CC)C(=O)C2=CN1CC(C)C (stereo unspecified)	-0.4	i
CC12CN(C(=O)c3cccc([N+](=O)[O-])c3)C3(C#N)CC1CCC23C (stereo unspecified)	-1.76	i
O=C(NOC(=O)c1ccccc1)c1ccccc1	0.61	i
O=C(CSc1nc(-c2ccco2)cc(C(F)(F)F)n1)Nc1ccc(C(=O)N2CCCCC2)cc1	0.09	i
Cc1c(OCC(=O)N2CCC(C(=O)O)CC2)ccc2c3c(c(=O)oc12)CCCC3	0.18	i
Cc1ccc(-c2[nH]ncc2C(=O)c2ccc(Br)cc2)c(O)c1	-1.54	i
Cc1nn(-c2ccc(F)cc2)c(Cl)c1/C=C/C(=O)N1CCNC(=O)C1	0.07	i
O=S1(=O)CCC(S(=O)(=O)N2CCCCCC2)C1 (stereo unspecified)	0.43	i
CCOC(=O)Cc1cnc(NC(=O)Cn2nnc(-c3ccc(OCC)cc3)n2)s1	.	i
COc1cccc(NC(=S)NCCN2CCOCC2)c1	-1.38	i
Cc1cc(-c2nnc(SCC(=O)Nc3ccc(C(F)(F)F)cc3)n2C)no1	-0.04	i
O=C(c1ccc(CNc2c(N3CCCC3)c(=O)c2=O)cc1)N1CC=C(c2ccccc2)CC1	1.06	i
COc1ccc(-n2cc(CNCCCn3ccnc3)c(-c3ccccc3Cl)n2)cc1	-3.66	i
c1ccc(CNc2nc(N3CCN(Cc4ccccc4)CC3)nc3ccccc23)cc1	-0.12	i
Cc1cccc(N(CC(=O)N2CCCC2)S(C)(=O)=O)c1	-1.57	i
COc1cccc(Nc2nc(=O)[nH]nc2C)c1	1.22	i
Cc1ccc(S(=O)(=O)N2CCCC(c3nc(-c4ccc(C)o4)no3)C2)cc1 (stereo unspecified)	-1.25	i
CN(C)C1=NC(=O)/C(=C/c2ccc(-c3ccc(S(N)(=O)=O)cc3)o2)S1	0.47	i
CCCCN(C(=O)C(C)Oc1ccc(Cl)cc1)c1c(N)n(CCCC)c(=O)[nH]c1=O (stereo unspecified)	-0.92	i
